PTHR1 agonist: qHTS for PTHR1 Agonists: Primary Screen; Parathyroid hormone/parathyroid hormone-related peptide receptor (Homo sapiens), Q03431; HEK293 GP2 PTHR1 cells, GloSensor cAMP luminescence, 1 h; Potency, µM (doses to about 115 µM), for the others: top-dose activation, usual class: activators; 410,000 tested, 0.075% active; AID 743266, 2014; note: potency is the fitted concentration of half-maximal effect; nearly all actives have a fitted effect of over 55% in size; some results filed as inactive show a strong effect at the top dose; inactives centre near -15; many of its hits are not listed in these tables
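HEK-293-derived GP2 cells expressing PTHR1 and a GloSensor cAMP reporter, 3,000/well, plated overnight, given luciferin plus IBMX (each 0.5 mM as added) for 1 h at 37 °C, then compound for 1 h at 37 °C. Luminescence was read after 15 min at room temperature.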
GLP-1R inv ag: qHTS of GLP-1 Receptor Inverse Agonists (Inhibition Mode) | 410,000 tested, 1.6% active | AID 624417, 2012 | Glucagon-like peptide 1 receptor (Homo sapiens), P43220 | HEK293 GLP-1R CRE-luciferase, luminescence, 24 h; GLP-1R form is constitutively active | Potency, µM (titrated, usually from 38.3 µM), inactives show at the top dose activity change, negative = inhibition, hits mostly inhibitors; note: potency is the fitted concentration of half-maximal effect; % is set by controls: 0 for no effect and ±100 for the full control effect; nearly all actives have a fitted effect of over 55% in size
Target sequence (P43220 whole entry, looked up): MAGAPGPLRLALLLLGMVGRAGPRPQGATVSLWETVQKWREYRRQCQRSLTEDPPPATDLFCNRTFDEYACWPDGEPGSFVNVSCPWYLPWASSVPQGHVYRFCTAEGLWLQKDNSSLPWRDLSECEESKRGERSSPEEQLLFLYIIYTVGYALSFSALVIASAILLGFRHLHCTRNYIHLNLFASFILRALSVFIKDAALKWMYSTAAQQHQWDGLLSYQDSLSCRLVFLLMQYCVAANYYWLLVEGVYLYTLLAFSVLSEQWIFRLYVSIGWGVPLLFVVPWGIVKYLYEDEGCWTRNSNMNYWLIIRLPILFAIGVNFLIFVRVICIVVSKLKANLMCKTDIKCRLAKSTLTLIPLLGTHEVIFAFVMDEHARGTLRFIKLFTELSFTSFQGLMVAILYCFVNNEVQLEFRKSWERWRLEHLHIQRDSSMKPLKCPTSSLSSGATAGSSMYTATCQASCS
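Inverse agonism was detected as reduced cAMP-driven luciferase luminescence after 24 h compound treatment. The cells were HEK293 clones expressing constitutively active human GLP-1R with the reporter. Reporter-only and GPR119 cell lines served as counterscreen controls.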
HEK293 tox: qHTS of GLP-1 Receptor Inverse Agonists: Cytotox Screen | 410,000 tested, 0.13% active | Potency, µM (series often up to 38.3 µM), inactives show at the top dose activity change, negative = inhibition, actives largely listed as inhibitors | HEK293 cAMP-luciferase reporter cells, luminescence, 24 h;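 note: loss of luciferase light is scored as toxicity; potency is the fitted concentration of half-maximal effect; % is set by controls: 0 for no effect and ±100 for the full control effect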
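Here, cytotoxicity is scored as loss of luminescence. The MLSMR collection was tested on cells seeded in medium containing 10% Nu serum, with a 24 hr compound exposure preceded by 12 hours of culture.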
GLP1R ag: qHTS of GLP-1 Receptor Agonists. HEK293 GLP-1R CRE-luciferase, luminescence, 4-6 h; cells express a hypersensitive GLP-1R form. Potency, µM (titrated, usually from 45.6 µM), for the others: top-dose activation, actives largely listed as activators. 380,000 tested, 0.007% active. AID 624172, 2012; note: potency is the fitted concentration of half-maximal effect; % of control where 0% means no effect
KB-V1 MDR tox: qHTS assay for MDR1-selective chemotherapeutics: Primary screen using the drug-selected MDR subline cells KB-V1; KB-V1 MDR cells viability, CellTiter-Glo, 72 h; AID 1347076, 2019; Potency, µM (highest dose often 46.1 µM), for the others: top-dose activity change, negative = cytotoxicity, usual class: cytotoxic; 400,000 tested, 3.4% active; note: potency is the fitted concentration of half-maximal effect; % is set by controls: 0 for no effect and ±100 for the full control effect; nearly all actives have a fitted effect of over 60% in size
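KB-V1 MDR subline cells in DMEM (phenol-red free, 10% FBS) exposed to compounds in qHTS concentration series for 72 h at 37 degrees C. Viability read by CellTiter-Glo luminescence; concentration-effect curves fitted after normalization and correction.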
aSyn rescue: qHTS of alpha-syn Inhibitors. Yeast expressing alpha-synuclein, growth rescue, BacTiter-Glo, 24 h. Potency, µM (series often up to 46.1 µM), for the others: at the highest dose growth rescue (activation), actives largely listed as activators. 370,000 tested, 0.14% active; note: potency is the fitted concentration of half-maximal effect; % of control where 0% means no effect; nearly all actives have a fitted effect of over 65% in size
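Galactose-induced alpha-syn yeast (OD600=0.02, raffinose-pregrown) + pinned cpd, 24 hr, 30 deg C; growth by BacTiter-Glo luminescence. Growth restoration scores as activation.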
TDP-43 yeast inh: qHTS of TDP-43 Inhibitors. AID 652104, 2013. TDP-43 expressing yeast growth rescue, BacTiter-Glo, 24 h. Potency, µM (titrated, usually from 46.1 µM), for the others: at the top dose growth rescue (activation), actives largely listed as activators. 410,000 tested, 1.8% active; note: potency is the fitted concentration of half-maximal effect; % of control where 0% means no effect; nearly all actives have a fitted effect of over 50% in size
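Luminescence from BacTiter-Glo reports growth of TDP-43-expressing yeast after 24 hr at 30 deg C with compound. Cells were raffinose-pregrown to mid-log, then seeded in galactose medium at OD600=0.02.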
DRD3 antagonist: qHTS of D3 Dopamine Receptor Antagonist: qHTS. D(3) dopamine receptor (Homo sapiens), P35462. D3R cells, DiscoveRx beta-arrestin luminescence, antagonist mode; stronger effect = lower value. max response, negative = inhibition, %. 360,000 tested, 2.5% active; in the data active = max response below about -50%; inconclusive = no clear call, values can overlap the other calls; note: % is set by controls: 0 for no effect and ±100 for the full control effect; mostly tested at two doses, the higher about 12 µM
Target sequence (P35462 whole entry, looked up): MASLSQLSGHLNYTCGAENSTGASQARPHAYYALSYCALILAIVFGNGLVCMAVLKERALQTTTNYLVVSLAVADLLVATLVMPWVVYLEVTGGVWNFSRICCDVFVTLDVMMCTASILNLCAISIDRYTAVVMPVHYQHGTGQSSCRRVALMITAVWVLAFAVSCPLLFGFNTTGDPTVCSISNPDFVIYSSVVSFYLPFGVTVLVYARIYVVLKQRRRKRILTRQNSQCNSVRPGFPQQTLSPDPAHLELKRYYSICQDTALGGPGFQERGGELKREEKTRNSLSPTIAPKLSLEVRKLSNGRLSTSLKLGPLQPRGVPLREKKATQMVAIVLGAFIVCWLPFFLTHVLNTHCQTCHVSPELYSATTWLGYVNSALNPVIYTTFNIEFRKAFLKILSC
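Cells plated overnight at 1500 cells/well, then exposed to library compounds with dopamine controls for 90 minutes at 37 degrees C. DiscoveRx reagent added for 30–60 minutes at room temperature; luminescence read, quantitative HTS format.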
D3 ag: qHTS of D3 Dopamine Receptor Agonist: qHTS | D(3) dopamine receptor (Homo sapiens), P35462 | AID 652048, 2013 | 410,000 tested, 0.58% active | D3R DiscoveRx beta-arrestin cells, luminescence, 90 min | max activation, %; in the data active = max activation above about 30%; note: 0% is about no effect; mostly tested at two doses, the higher about 12 µM
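Agonist mode: compounds and dopamine controls were applied to plated cells for 90 min at 37 degrees C after an overnight attachment at 1500 cells/well. Luminescent read-out followed 30 - 60 minutes at room temperature with DiscoveRx detection reagent.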
Starred values were filed as active, the others as inactive; i = inactive; u = inconclusive; x = no result given; & = joins results of further samples; [ ] = dose if it differs, or a comment. Unless noted, calls come from the whole dose curve; as a rule, active = well fitted curve in the direction sought with a large enough effect; inconclusive = small, poorly fitted or top-dose-only effect, or another doubt; inactive = no such curve, though single readings can be large; an effect the other way counts as inactive or inconclusive.

SMILES	PTHR1 agonist	GLP-1R inv ag	HEK293 tox	GLP1R ag	KB-V1 MDR tox	aSyn rescue	TDP-43 yeast inh	DRD3 antagonist	D3 ag
Cc1cccnc1CCNC(=O)CCc1nnc(-c2ccccc2)o1	i	-7%	1%	u	-5%	2%	-2%	11	0
Cn1c(CO)cnc1S(=O)(=O)Cc1ccc([N+](=O)[O-])cc1	i	-4%	8%	-15%	17%	-8%	0%	-9	4
Cc1ccc(C(C)C)c(OCC(=O)NN=C2CCCC(=O)C2)c1	-6%	u	26%	11%	u	-1%	4%	-10	7
Cc1cc(C)n(C(=O)Cn2nc(C)c(Cl)c2C)n1	-47%	4%	-2%	-3%	-8%	-4%	17%	-14	2
COc1ccc(NC(=O)CNC(=O)CC23CC4CC(CC(C4)C2)C3)c(OC)c1	-3%	u	-2%	6%	-1%	0%	1%	-1	4
COc1ccc(NC(=O)CSCC(=O)NCCc2ccccn2)cc1	i	3%[7.66 µM]	-1%[7.66 µM]	-2%	-14%	-9%	-12%	-3	-4
c1ccc(OCCN2CCN(C(c3ccccc3)c3ccccc3)CC2)cc1	-22%	u	-5%	-7%	22%	0%	3%	-89*	-14
COC(=O)C1C(OC)=CC(=O)C2CCCCC21 (stereo not given)	i	20%	-11%	1%	10%	0%	13%	5	-9
COc1cc2c(cc1[N+](=O)[O-])-c1ccc([N+](=O)[O-])cc1C2=NNC(N)=S	i	-14%	-18%	0%	u	1%	0%	13	8
COCOCCn1cc(CN2CCS(=O)(=O)N(Cc3ccc(-c4ccc(F)nc4)cc3)C(CC(C)C)C2=O)nn1 (stereo not given)	-28%	18%	2%	7%	5%	-1%	13%	-5	-7

Single entries from the results shown.
Cc1cccnc1CCNC(=O)CCc1nnc(-c2ccccc2)o1 – KB-V1 MDR tox: -5%
c1ccc(OCCN2CCN(C(c3ccccc3)c3ccccc3)CC2)cc1 – PTHR1 agonist: -22%

Following part.
SMILES	PTHR1 agonist	GLP-1R inv ag	HEK293 tox	GLP1R ag	KB-V1 MDR tox	aSyn rescue	TDP-43 yeast inh	DRD3 antagonist	D3 ag
Cc1nnc(SCc2cc(=O)oc3ccc4ccccc4c23)n1Cc1ccccc1	-3%	2%	-2%	0%	16µM*	-5%	27%	10	2
COc1ccc(C(=O)Nc2ccc3c(c2)nc2n3CCSC2)cc1	i	3%	-19%	0%	u	-20%	6%	-3	0
COCCn1c(SCC(=O)Nc2cc(C)on2)nc2c(c1=O)SC(C)C2 (stereo not given)	-1%	34%[activator]	1%	11%	-4%	-1%	-12%	3	-1
Cc1cc(=O)[nH]c(N/N=C/c2cc(C)n(-c3ccccc3)c2C)n1	-46%[inhibitor]	u	-6%	10%	-3%	1%	-18%	-22	-10
O=C(Nc1ccc(Cl)cc1)Nc1ccc2c(c1)OCO2	-20%	u	0%	-4%	14%	-9%	-1%	-23	-7
O=c1c2ccccc2n(Cc2ccccc2F)c(=O)n1Cc1ccccc1F	i	3%	0%	10%	u	1%	u	-7	-2
CCc1nn(CC(=O)N2CCC(C)CC2)c(=O)c2cc3occc3n12	-5%	0%	-6%	x	-10%	x	-14%	x	-11
O=S1(=O)CCOC[C@H](CC2CCCCC2)N1Cc1ccc(Cl)cc1	-23%	-4%	-15%	7%	-11%&4%	1%	17%	0	-4
c1ccc(Cc2nnc3sc(-c4cccnc4)nn23)cc1	-5%[57.5 µM]	44%[activator]	3%	1%	-26%	-4%	-13%	-6	-3
Cc1nn(Cc2ccc(Cl)c(Cl)c2)c(C)c1NC(=O)c1cc(CC(C)C)on1	-16%	3.2µM*	10%	-2%	u	2%	8%	-7	2
Cc1nc2c(cnn2-c2ccccc2)c(=O)n1/N=C/c1ccccc1	-38%[inhibitor]	-8%	0%	3%	-22%	0%	6%	22	12
CCC(=O)c1ccc(OCC(=O)N(CC)CC(=O)Nc2ccccc2OC)cc1	i	-7%	-17%	21%	16µM*	0%	6%	54	0
CCN(CC(=O)Nc1ccc(NC(C)=O)cc1)C(=O)c1ccc(N2CCC(C)CC2)c([N+](=O)[O-])c1	-21%	-4%	-1%	-1%	28%	8%	14%	-21	-6
C/C(=N\NC(=O)C(N)=O)c1ccc(OC(F)F)cc1	i	12%	15%	3%	-24%	-14%	-14%	3	2
CCN(CC)S(=O)(=O)c1ccc(NC(=O)COC(=O)c2cnc(C)cn2)cc1	-10%	-3%	-4%	5%	19%	-5%	-5%	2	6
CC(=O)N1N=C(c2ccc(Cl)cc2)OC1(C)C	-14%	2%	-6%	9%	2%	18%	-18%	11	3
COc1cccc(CNC(=O)CCC2CCCN(C(=O)c3ccc(F)c(Cl)c3)C2)c1 (stereo not given)	-25%	-24%	-7%	-3%	u	1%	21%	18	1
O=C(CCCOc1ccc(Cl)cc1Cl)Nc1ccccc1C(=O)O	-21%	u	-4%	-1%	-25%	-1%	-9%	21	6
CCOCCCNC(=O)c1c[nH]c2c(CC)cccc2c1=O	i	33%[activator]	-1%	9%	-20%	4%	-6%	-1	-2
CC1CCCCC1NC(=O)CNC(=O)c1cccs1 (stereo not given)	i	20%	0%	-13%	-4%	5%	21%	-2	2
Cc1cccc(NC(=S)N(CCCN2CCCC2)Cc2cccn2Cc2ccc(Cl)cc2)c1	-5%	u	u	0%	u	1%	-15%	-28	-15
CCN(Cc1ccccc1)S(=O)(=O)c1ccc(C(=O)N(CCCN(C)C)c2nc3ccc(F)cc3s2)cc1	-25%	5.6µM*	u	-1%	-3%	8%	-25%	-1	-19
CCN1C(=S)SC(=O)C1=C1C=C(C)N(CCO)C(C)=C1	-17%	u	u	-6%	-7%	-22%	-4%	-21	-8
NC(=O)CC(NC(=O)Cc1cccc2ccccc12)c1ccc(NCC2CC2)c([N+](=O)[O-])c1 (stereo not given)	-5%	8%	2%	1%	13%	-5%	9%	u	-14
c1ccc2oc(NC3=NCN(CC4CCCO4)CN3)nc2c1 (stereo not given)	i	8%	1%	1%	4%	2%	-10%	-11	-8
CCN(CC)C(=O)CN(C#N)c1nc(Cl)nc(N(C)C)n1	-20%	7%	1%	1%	3%	4%	19%	-3	3
O=C(NC1CC1)c1ccc(NC(=O)C2CCCCC2)cc1	-7%	16%	0%	1%	0%	-8%	6%	22	13
CCOc1ccc(NC(=O)Cn2c(=O)n(-c3ccccc3)c(=O)c3c4c(sc32)CCCC4)cc1	i	6%	-3%	0%	20%	x	u	x	2
CC1CC(C)CN(C(=O)Cn2ncc3c([nH]c4ccccc43)c2=O)C1 (stereo not given)	i	u	-14%	5%	-30%	13%	18%	6	-1
O/C(=C\c1ccc2ccccc2n1)c1ccc(O)cc1O	-24%	u	5%	7%	-18%	7%	17%	-8	2
CCC(CO)Oc1cc(NCc2ccc(F)cc2)c2ncn(C(C)C)c2c1 (stereo not given)	-3%	13%	-6%	6%	-1%	0%	u	0	8
COc1ccc(C2/C=C\CN(C(=O)Nc3ccc(C(F)(F)F)cc3)CC(=O)N2Cc2ccc(F)cc2)cc1 (stereo not given)	-31%[inhibitor]	11µM*	-19%	-3%	u	-55%[inhibitor]	-73%[inhibitor]	21	18
COc1ccc(S(=O)(=O)N(CC(=O)NC(C)c2ccccc2)c2ccc(C)cc2)cc1OC (stereo not given)	-44%[inhibitor]	u	u	x	u	x	u	x	9
Cc1oc(-c2ccccc2F)nc1CS(=O)(=O)CC(=O)NC(C)CCc1ccccc1 (stereo not given)	-12%	u	-3%	-7%	-18%	5%	-14%	u	0
COC(=O)C1=C(C)Nc2c(c(=O)n(C)c(=O)n2C)C1c1ccc(Cl)cc1 (stereo not given)	-13%	9%	-13%	-2%	u	0%	23%	5	2
CC1CCN(CC(=O)NCc2ccccc2)CC1	4%[57.5 µM]	2%	3%	1%	-1%	-10%	-2%	u	-18
CC1CC(C)CN(CCCNC(=O)c2c(O)nc3ccccn3c2=O)C1 (stereo not given)	i	-14%	-6%	7%	-5%	2%	-31%[inhibitor]	7	-6
COc1ccc(OC)c(CNc2ncc(-c3ccc(Cl)cc3)n2C)c1	-14%	-12%	-7%	5%	24%	x	-2%	x	-13
CCn1c(=O)c2cc(C(=O)N3CCN(c4cccc(OC)c4)CC3)sc2c2ccccc21	i	u	-18%	x	x	x	u	x	-10
CCOC(=O)N1CCN(Cc2nc3cc(NC(=O)c4cccs4)ccc3n2C)CC1	-29%	-5%	5%	15%	u	1%	-3%	-26	-9
Cc1ccc2sc3ccc(NC(=O)c4ccccc4Cl)cc3c(=O)c2c1	-10%[57.5 µM]	0%	54%[activator]	9%	u	-5%	21%	-18	1
CCn1c(SCC(=O)Nc2nc(-c3ccccc3)cs2)nc2c1c(=O)n(C)c(=O)n2C	-19%	3%	-15%	2%	-14%	0%	10%	19	3
CCCc1cc(=O)[nH]c(SCC(=O)Nc2sc3c(c2C(N)=O)CCCC3)n1	i	-19%	-16%	2%	13%	3%	10%	35	-8

Screening data from PubChem BioAssay.

This is a subset (hit frequency here may not be typical).
